Screens deposited in PubChem by Dana-Farber Cancer Institute and Novartis Institutes for BioMedical Research (Cambridge, Mass).
UCHL1 inh – blocks human UCHL1 ubiquitin-rhodamine cleavage | P09936 | purified UCHL1, Ub-rhodamine cleavage fluorescence | inhibition, % at 20 µM | 0.2% of 47,000 active
USP10 inh – blocks human USP10 ubiquitin-rhodamine cleavage; inhibition, % at 20 µM; 1.1% of 47,000 active; purified USP10, Ub-rhodamine fluorescence, 60 min
USP30 inh – human USP30 deubiquitinase inhibition. Q70CQ3. purified USP30, Ub-rhodamine cleavage fluorescence. inhibition, % at 25 µM. 5.3% of 47,000 active
USP28 inh – inhibitors of human USP28 deubiquitinase. Q96RU2. purified USP28, Ub-rhodamine cleavage fluorescence, 30 min. inhibition, % at 25 µM. 3% of 47,000 active. AID 1645857
USP17 inh – blocks human USP17 ubiquitin-rhodamine cleavage. A8MUK1. purified USP17, Ub-rhodamine cleavage fluorescence, 3 h. inhibition, % at 50 µM. 6.5% of 47,000 active. AID 1645855
USP7 block – blocks human USP7 ubiquitin-rhodamine cleavage; Q93009; purified USP7, Ub-rhodamine cleavage fluorescence; inhibition, % at 20 µM; 0.3% of 47,000 active; AID 1645854
USP8 inh – blocks human USP8 ubiquitin-rhodamine cleavage. inhibition, % at 20 µM. 4.2% of 47,000 active. purified USP8, Ub-rhodamine cleavage fluorescence, 30 min. AID 1645853
Target sequence (P40818 whole entry, looked up): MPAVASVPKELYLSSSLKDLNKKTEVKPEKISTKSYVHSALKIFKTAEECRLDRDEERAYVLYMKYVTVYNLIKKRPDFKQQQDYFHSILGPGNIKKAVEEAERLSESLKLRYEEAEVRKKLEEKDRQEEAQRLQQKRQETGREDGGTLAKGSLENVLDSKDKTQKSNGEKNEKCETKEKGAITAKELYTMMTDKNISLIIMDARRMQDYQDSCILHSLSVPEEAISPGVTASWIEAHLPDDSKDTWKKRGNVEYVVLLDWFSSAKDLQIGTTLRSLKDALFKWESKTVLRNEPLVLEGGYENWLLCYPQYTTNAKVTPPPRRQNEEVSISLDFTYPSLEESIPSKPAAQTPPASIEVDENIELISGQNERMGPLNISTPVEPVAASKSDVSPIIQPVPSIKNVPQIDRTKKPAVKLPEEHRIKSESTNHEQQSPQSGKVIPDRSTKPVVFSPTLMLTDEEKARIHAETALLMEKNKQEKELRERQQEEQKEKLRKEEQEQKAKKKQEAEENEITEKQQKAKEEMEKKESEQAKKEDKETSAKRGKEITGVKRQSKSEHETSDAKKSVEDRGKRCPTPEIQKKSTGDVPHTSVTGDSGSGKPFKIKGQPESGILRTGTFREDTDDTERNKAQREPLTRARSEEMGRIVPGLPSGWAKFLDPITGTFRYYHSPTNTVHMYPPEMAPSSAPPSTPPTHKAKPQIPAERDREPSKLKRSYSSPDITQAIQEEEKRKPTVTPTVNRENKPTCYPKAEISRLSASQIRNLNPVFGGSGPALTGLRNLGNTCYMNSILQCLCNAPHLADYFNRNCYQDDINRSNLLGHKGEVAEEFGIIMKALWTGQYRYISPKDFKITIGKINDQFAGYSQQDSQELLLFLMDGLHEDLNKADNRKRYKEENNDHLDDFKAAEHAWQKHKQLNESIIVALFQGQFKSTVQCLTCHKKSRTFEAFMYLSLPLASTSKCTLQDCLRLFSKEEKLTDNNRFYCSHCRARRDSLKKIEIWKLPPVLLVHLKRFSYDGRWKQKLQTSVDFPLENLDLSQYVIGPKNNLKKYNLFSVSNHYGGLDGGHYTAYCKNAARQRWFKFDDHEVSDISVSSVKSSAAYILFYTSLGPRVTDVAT
OTUD3 block – inhibitors of human OTUD3 deubiquitinase | Q5T2D3 | purified OTUD3, Ub-rhodamine fluorescence, 2 h | inhibition, % at 25 µM | 0.7% of 47,000 active
Numbers without * were called inactive; i = inactive; . = not tested or not shown. No stated cut-off is given here; in the data, active means inhibition above about 30%; inactive means the rest. Hits appear at their usual frequency; any-hit rate near 13%.

Structure | UCHL1 inh | USP10 inh | USP30 inh | USP28 inh | USP17 inh | USP7 block | USP8 inh | OTUD3 block
CC1(c2ncc(CNC(=O)c3cnn4cccnc34)cn2)CCCCO1 (stereo unspecified) | 0 | 1 | -6 | -9 | 0 | 0 | 2 | 0
O=[N+]([O-])c1cc(C(F)(F)F)cc2c1nc1ccccn12 | 1 | -2 | 17 | -6 | -13 | -10 | -130 | 10
COc1cc(CNc2ccc(N3CCOCC3)c(C(=O)O)c2)cc(Br)c1OCc1ccccc1F | 1 | 2 | -5 | -21 | -7 | -52 | -26 | -10
O=C(Nc1ccc(Cl)cc1F)C1CC(=O)N(CCc2ccccc2)C1 (stereo unspecified) | -3 | -1 | -12 | -3 | -1 | -18 | 2 | -4
COc1ccccc1CNC(=O)CCC1CCCC1 | 1 | 4 | 2 | -7 | -12 | -27 | 3 | 0
COc1ccc(-c2c3c(=O)n(C)c(=O)n(C)c3cn2CCc2ccc(OC)c(OC)c2)cc1 | -1 | -2 | -21 | -10 | -52 | 1 | -115 | -6
CN1CCN(c2ccc3nnc(CCC(=O)NC4CCCCC4)n3n2)CC1 | -2 | -1 | 12 | 16 | 12 | 2 | 18 | 8
O=C(Nc1ccccc1C(F)(F)F)c1cc(-c2ccco2)on1 | 1 | -1 | -1 | -6 | -16 | -1 | 25 | -4
CCCCCCCCCCCCCCCc1cc(O)cc(O)c1C(=O)O | 7 | 63* | 56* | 53* | 89* | 12 | 25 | 36*
CC(C)OCCCNC(=O)C1CCCN(S(=O)(=O)N2CCCCCC2)C1 (stereo unspecified) | 0 | -3 | 14 | 0 | -1 | 6 | 6 | 4
COc1cc2cc(C(=O)NCc3cccnc3)[nH]c2cc1OC | 1 | 1 | 1 | -3 | 3 | 8 | 5 | -1
Cn1cccc1-c1cc2n(n1)CCCN2C(=O)CCC(=O)NC1CCCCC1 | -24 | -6 | -444 | -137 | -137 | -29 | -172 | -105
NCC(=O)N1Cc2ccccc2CN2C(=O)N(Cc3ccccc3)C(=O)C2C1 (stereo unspecified) | 2 | 0 | 10 | 14 | 3 | 0 | -20 | 11
COc1ccccc1CC(=O)N1CCC2(CC1)Nc1cccnc1NC2=NC1CCCC1 | -14 | -3 | -333 | -78 | -142 | -15 | -79 | -88
CCCn1c(CCC(=O)NCCc2ccc(OC)c(OC)c2OC)nc2cccnc21 | -7 | -2 | -27 | -10 | -8 | -1 | 0 | -4
Cc1cccc(S(=O)(=O)N2C[C@H](c3nc(-c4cccnc4)no3)[C@@H](C)C2)c1 | 4 | 5 | 19 | 5 | 8 | 0 | 0 | 10
CN1C(=O)OC[C@@H]2CCN(Cc3nc4ccccc4s3)C[C@H]21 | 0 | 1 | . | . | -2 | -4 | -3 | 0
O=C(NCc1ccc2c(c1)OCO2)c1nnn(-c2ccccc2)n1 | 1 | 3 | 10 | 7 | 6 | 2 | 1 | 7
CC1(C)OC(=O)[C@]2(C)C[C@@H](C(=O)Nc3cnc4ccccc4c3)[C@@]1(C)N2 | 1 | -3 | -13 | -1 | 1 | 1 | 4 | 0
O=C(Cn1c(=O)n(Cc2ccncc2)c(=O)c2ncccc21)Nc1ccccc1 | 0 | -4 | -1 | 3 | -1 | 1 | 13 | 5

Next section, overlapping the part above by four compounds.
Structure | UCHL1 inh | USP10 inh | USP30 inh | USP28 inh | USP17 inh | USP7 block | USP8 inh | OTUD3 block
CN1C(=O)OC[C@@H]2CCN(Cc3nc4ccccc4s3)C[C@H]21 | 0 | 1 | . | . | -2 | -4 | -3 | 0
O=C(NCc1ccc2c(c1)OCO2)c1nnn(-c2ccccc2)n1 | 1 | 3 | 10 | 7 | 6 | 2 | 1 | 7
CC1(C)OC(=O)[C@]2(C)C[C@@H](C(=O)Nc3cnc4ccccc4c3)[C@@]1(C)N2 | 1 | -3 | -13 | -1 | 1 | 1 | 4 | 0
O=C(Cn1c(=O)n(Cc2ccncc2)c(=O)c2ncccc21)Nc1ccccc1 | 0 | -4 | -1 | 3 | -1 | 1 | 13 | 5
COc1ccc(-n2ccnc(NC(=O)c3ccccn3)c2=O)cc1 | 0 | 0 | 9 | 9 | 2 | 8 | 3 | 8
Cc1ccsc1C(=O)Nc1cc(C(C)(C)C)nn1-c1ccccc1 | 0 | 0 | 18 | 7 | . | 0 | 8 | 9
Cc1cc(Nc2ccccn2)cc(C2CN(Cc3c(C)nn(C(C)C)c3C)CCO2)n1 (stereo unspecified) | 4 | 0 | 21 | 7 | 2 | 5 | 1 | 7
Cc1noc(-c2cccn2Cc2ccc(F)cc2)n1 | -1 | -1 | -51 | 13 | 0 | -11 | 0 | -3
N#Cc1sc2ccccc2c1N1CCCC1 | -5 | -2 | -26 | -3 | . | 0 | -12 | -9
N#Cc1ccc(NCC(=O)Nc2ccccc2Br)nc1 | -2 | -1 | -26 | -1 | -16 | -2 | -1 | -4
COc1ccc([C@H]2N(C(=O)c3cc4ccccc4c(=O)[nH]3)CCC[C@]23CCC(=O)N3)cc1 | 0 | 1 | 21 | 2 | 9 | 6 | 7 | 10
Cn1c(C2CCN(Cc3ccc(CO)o3)C2)nc2ccccc21 (stereo unspecified) | -33 | -5 | i | -146 | -104 | -30 | -14 | -128
CC(=O)NCc1nc(-c2cccc(-c3csc(C)n3)c2)no1 | 2 | 0 | 7 | 8 | 1 | 3 | 1 | 7
Cc1ccccc1CC(=O)N1CCCc2c(cnn2C)C1 | 0 | -2 | 0 | 5 | 8 | 0 | 16 | 7
CNc1cc(C)nc(C2CN(C(=O)c3noc4c3CCCC4)CCO2)c1 (stereo unspecified) | -2 | 0 | 28 | 3 | 2 | 3 | 5 | 6
O=C(Cn1cncc(-c2nc(-c3ccccc3)cs2)c1=O)N1CCCC1 | -1 | 0 | -3 | -1 | 6 | 0 | 3 | 0
CCN1CCN(C2(CNC(=O)c3ccccc3)CCCCC2)CC1 | -2 | 0 | 0 | 0 | 0 | 2 | 1 | 3
O=C(Nc1nccnc1C(=O)NCc1ccc(F)cc1)c1ccccc1 | 4 | 1 | 9 | 12 | 2 | -19 | 5 | 0
O=C(Cn1cnc2cc(F)ccc2c1=O)N1c2ccccc2OCC1c1ccccc1 (stereo unspecified) | 5 | 1 | 4 | 8 | 13 | 3 | 6 | 10
CCCC(=O)Nc1ccc(-n2cnc(C(=O)N3CCCC3)c2)nc1 | 1 | 2 | 14 | 11 | 7 | 2 | 4 | 8
Cc1cccc(N2CCN(C(=O)CN3Cc4ccccc4C3=O)CC2)c1C | -3 | -1 | -6 | -4 | -15 | -4 | -7 | -5
CCOc1ccc(CCNC(=O)C2CCCN(S(=O)(=O)N3CCC4(CC3)OCCO4)C2)cc1 (stereo unspecified) | 1 | 3 | 7 | 8 | -10 | 4 | 6 | 0
O=C(Cn1c(=O)n(-c2ccc(Cl)cc2)c(=O)c2c3c(sc21)CCCC3)NCC1CCCO1 (stereo unspecified) | 1 | 24 | -15 | 8 | 15 | 12 | 24 | 16
CCc1nc(-c2cccc(NC(=O)c3ccc(C#N)cc3F)c2)no1 | 3 | 2 | 24 | 51* | 43* | 1 | 12 | 11

Reformatted with each value named: part of the list above.
COc1cc2cc(C(=O)NCc3cccnc3)[nH]c2cc1OC
  UCHL1 inh: 1	USP10 inh: 1	USP30 inh: 1	USP28 inh: -3	USP17 inh: 3	USP7 block: 8	USP8 inh: 5	OTUD3 block: -1
Cn1cccc1-c1cc2n(n1)CCCN2C(=O)CCC(=O)NC1CCCCC1
  UCHL1 inh: -24	USP10 inh: -6	USP30 inh: -444	USP28 inh: -137	USP17 inh: -137	USP7 block: -29	USP8 inh: -172	OTUD3 block: -105
NCC(=O)N1Cc2ccccc2CN2C(=O)N(Cc3ccccc3)C(=O)C2C1 (stereo unspecified)
  UCHL1 inh: 2	USP10 inh: 0	USP30 inh: 10	USP28 inh: 14	USP17 inh: 3	USP7 block: 0	USP8 inh: -20	OTUD3 block: 11
COc1ccccc1CC(=O)N1CCC2(CC1)Nc1cccnc1NC2=NC1CCCC1
  UCHL1 inh: -14	USP10 inh: -3	USP30 inh: -333	USP28 inh: -78	USP17 inh: -142	USP7 block: -15	USP8 inh: -79	OTUD3 block: -88

New compounds follow:
Structure | UCHL1 inh | USP10 inh | USP30 inh | USP28 inh | USP17 inh | USP7 block | USP8 inh | OTUD3 block
Cc1cc(F)ccc1NC(=O)Cn1c(C)cc(C)c1-c1nc(C2CC2)no1 | -2 | 5 | -7 | 4 | 48* | -43 | 0 | 0
COc1ccc(-c2cc3n(n2)CCCN(C(=O)c2cccnc2)C3)cc1 | -1 | 0 | 11 | -9 | -10 | 0 | 1 | -1
COc1ccccc1-c1noc(C2CCCN(S(=O)(=O)c3ccc(C)cc3)C2)n1 (stereo unspecified) | 1 | 1 | 2 | 3 | 0 | 1 | 2 | 3
CCCc1cccc(O)c1CO | -1 | 5 | 12 | 4 | -1 | 6 | 6 | -1
O=S(=O)(c1cccc(F)c1)N1CCCCC1c1nnc(-c2ccccn2)o1 (stereo unspecified) | -2 | 2 | -14 | -4 | -5 | -4 | -7 | -4
Cc1ccc(COC(=O)C23CCC(=O)N2c2ccccc2S3)cc1 (stereo unspecified) | 1 | 8 | 6 | 10 | 16 | -1 | 0 | 4
O=C(Nc1ccccc1F)c1ccc2ccc(N3CCN(c4ncccn4)CC3)n2c1 | -38 | -5 | . | . | -44 | -23 | -22 | -9
COc1cc(OC)c(C(=O)OCC(=O)Nc2ccccc2Oc2ccccc2)cc1OC | 1 | 0 | 9 | 26 | 12 | -8 | 21 | 9
Cc1nnc(-c2nnc(N3CCN(C(C)C)CC3)c3ccccc23)o1 | -1 | -3 | -26 | -9 | -13 | -1 | -92 | -9
Cc1cc(C)cc(NS(=O)(=O)C2CCS(=O)(=O)C2)c1 (stereo unspecified) | -2 | -2 | -6 | -4 | -3 | 0 | 8 | -4
CCN(CC)C(=O)c1csc(-c2ccc(N3CCCC3)nc2)n1 | 0 | -2 | 21 | 6 | 14 | 2 | 17 | 11
CC(C)n1cnc(-c2cc(C(=O)NC3CC3)c3ccccn23)c1 | -13 | -7 | -214 | -62 | -51 | -14 | -32 | -42
CCc1nc(-c2cccc(NC(=O)C3CC(=O)N(c4ccc(C)cc4)C3)c2)no1 (stereo unspecified) | 4 | 11 | 25 | 5 | 18 | 5 | 29 | 6
c1ccc(CCN2CCOC(Cn3cncn3)C2)nc1 (stereo unspecified) | -4 | 0 | -28 | -17 | -5 | 0 | -2 | -3
CC1OC(OCC2OC(Oc3c(-c4ccc(O)c(O)c4)oc4cc(O)cc(O)c4c3=O)C(O)C(O)C2O)C(O)C(O)C1O (stereo unspecified) | -1 | -3 | 0 | 2 | 3 | -1 | -4 | -7
COc1ccccc1-c1noc(Cn2ccn3nc(-c4ccc(F)cc4)cc3c2=O)n1 | -4 | -10 | -32 | -5 | -5 | 3 | -7 | -5
CN1CCN(C(CNC(=O)COc2ccc(Cl)cc2)c2ccc(F)cc2)CC1 (stereo unspecified) | -3 | -1 | 11 | -5 | 4 | -11 | -4 | -3
CN(C)[C@@H]1CN(S(=O)(=O)N2CCOCC2)C[C@H]1O | -1 | -2 | -6 | 0 | 1 | 2 | 12 | 0
COc1ccc(NC(=O)CSc2cn(Cc3ccccc3C)c3ccccc23)c(OC)c1 | 2 | 10 | 9 | -3 | -4 | 6 | -7 | -5

Entries of single compounds, quoted from the list:
CC(C)n1cnc(-c2cc(C(=O)NC3CC3)c3ccccn23)c1 is listed with UCHL1 inh = -13; USP10 inh = -7; USP30 inh = -214; USP28 inh = -62; USP17 inh = -51; USP7 block = -14; USP8 inh = -32; OTUD3 block = -42
COc1ccccc1-c1noc(Cn2ccn3nc(-c4ccc(F)cc4)cc3c2=O)n1 is listed with UCHL1 inh = -4; USP10 inh = -10; USP30 inh = -32; USP28 inh = -5; USP17 inh = -5; USP7 block = 3; USP8 inh = -7; OTUD3 block = -5
